CHO parental Ca – signal in parental CHO cells, OX1R antagonist counter-screen | inhibition, % at 5.6 µM | AID 463079 | hit rate 0.63% among 330,000 | parental CHO-K1, ATP-induced calcium, Fluo-8 fluorescence;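 active = inhibition above that plate's mean sample inhibition plus 3 SD, cut at about 26% in these data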;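 also: 0% = ATP-challenged DMSO wells and 100% = DMSO wells without ATP; some compounds past the cut are filed as inactive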
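Test system: untransfected parental CHO cell line; also added: ATP stimulus; dosing: 5.6 µM, single dose; signal: calcium-sensitive Fluo-8 fluorescence; measure: percent inhibition of ATP-evoked calcium rise, normalized to controls; benchmarks: low control ATP plus DMSO, high control DMSO only; replication: one well per compound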
OXTR potentiate – potentiates the human oxytocin receptor response; P30559; hit rate 0.061% among 320,000; activation, % at 3 µM; AID 2445; CHO-OTR cells, Fluo-8 calcium fluorescence, potentiator mode; 0% = oxytocin EC15, 100% = EC100;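 active = activation above that plate's cutoff, the mean activation of tested compounds plus 3 SD, cut at about 6.6% in these data, passing the limit was not always enough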;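 also: 100% uses oxytocin at 75 nM as the full agonist control; some results filed as inactive read as strong as hits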
Target sequence (P30559 whole entry, looked up): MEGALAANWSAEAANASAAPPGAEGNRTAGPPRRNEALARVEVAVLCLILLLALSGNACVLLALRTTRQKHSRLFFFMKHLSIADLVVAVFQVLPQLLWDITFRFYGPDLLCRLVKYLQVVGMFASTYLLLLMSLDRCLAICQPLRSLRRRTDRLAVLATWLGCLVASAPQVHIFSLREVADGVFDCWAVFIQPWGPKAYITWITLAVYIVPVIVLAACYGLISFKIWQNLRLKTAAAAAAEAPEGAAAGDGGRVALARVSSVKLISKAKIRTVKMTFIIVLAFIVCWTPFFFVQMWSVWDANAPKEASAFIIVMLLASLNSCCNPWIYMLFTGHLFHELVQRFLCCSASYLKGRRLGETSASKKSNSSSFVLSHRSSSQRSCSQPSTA
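Assay system: CHO-OTR cells, human receptor / Also added: oxytocin at about EC15, sub-maximal agonist stimulus / Dosing: single dose, 3.0 µM nominal final compound concentration / Incubation: 6 min pre-incubation, 100 s read / Technique: Fluo-8 calcium dye fluorescence / Read-out: % activation vs EC15 and EC100 oxytocin / Benchmarks: EC15 oxytocin low, 75 nM oxytocin high / Replicates: singlicate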
TAAR1 agonist – human TAAR1 agonism; Q96RJ0; hit rate 0.99% among 360,000; activation, % at 3 µM; CHO RD-HGA16 TAAR1, Fluo-8 calcium fluorescence; vehicle wells 0%, saturating PEA agonist 100%;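 active = activation above the mean activation of all test compounds in the run plus 3 SD, cut at about 38% in these data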
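Test system: RD-HGA16 (CHO) cells co-expressing Gα16 and hTAAR1 / Benchmarks: DMSO vehicle as 0%, PEA at EC100 as 100% / Repeats: no replicates (n 1) / Measure: % activation from peak over basal fluorescence ratio, DMSO-to-PEA scaled / Timing: 17-24 h plating, Fluo-8 75 min 37 °C, 30 min RT / Technique: kinetic Fluo-8 calcium fluorescence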
TAAR1 antag – antagonists of human TAAR1 | CHO RD-HGA16 TAAR1, Fluo-8 calcium fluorescence, antagonist | inhibition, % at 3 µM | hit rate 1.5% among 360,000 | AID 624466;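 active = inhibition above a per-plate cutoff, the mean inhibition of test compounds on that plate plus 3 SD, cut at about 49% in these data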;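 also: 0% = DMSO plus EC80 beta-PEA response and 100% = DMSO alone without agonist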
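System: CHO RD-HGA16 cells bearing hTAAR1. Reagent: EC80 β-phenethylamine stimulus. Schedule: seeding 17-24 h prior, 75-min 37 °C, 30-min RT dye loading. Signal: Fluo-8 intracellular calcium dye fluorescence, real-time kinetic reads. Read-out: % inhibition from peak post-agonist over basal fluorescence ratio. Benchmarks: vehicle wells and EC80 agonist wells. Replicates: n of 1.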
M1 PAM parental – counter-screen for M1 PAMs: effect in parental CHO-K1 cells | ATP EC20, Fluo-8 calcium fluorescence; 0% at ATP EC20, 100% at ATP max | activation, % at 3 µM | hit rate 0.02% among 360,000;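 active = activation above the run cutoff, the mean activation of all test compounds plus 3 SD, cut at about 40% in these data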;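 also: peak over basal fluorescence ratio in a 140 s read after ATP addition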
CHO-K1 Ca antag – counter-screen for M1 antagonists: effect in parental CHO-K1 cells. ATP-induced calcium, Fluo-8 fluorescence. inhibition, % at 3 µM. hit rate 0.6% among 360,000;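 active = inhibition above a per-plate cutoff, the plate's mean sample inhibition plus 3 SD, cut at about 24% in these data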;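 also: 0% = DMSO plus EC80 ATP and 100% = DMSO alone without ATP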
CHO-K1 Ca ag – nonselective activator or artifact in parental CHO-K1 cells. hit rate 0.48% among 360,000. activation, % at 3 µM. Fluo-8 calcium fluorescence; scaled to maximal ATP response, vehicle zero; in the data active = activation above about 15%;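 also: untransfected CHO-K1 host cells lacking M1 receptor as counterscreen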
CHRM1 agonist – agonists of human M1 muscarinic receptor; CHO-K1 hM1, Fluo-8 calcium fluorescence, agonist mode; 0% DMSO, 100% acetylcholine EC100; activation, % at 3 µM; hit rate 0.33% among 360,000;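 active = activation above the run's mean compound activation plus 3 SD, cut at about 16% in these data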;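 also: peak over basal fluorescence ratio within a 140 s kinetic read after compound addition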
Target sequence (P11229 whole entry, looked up): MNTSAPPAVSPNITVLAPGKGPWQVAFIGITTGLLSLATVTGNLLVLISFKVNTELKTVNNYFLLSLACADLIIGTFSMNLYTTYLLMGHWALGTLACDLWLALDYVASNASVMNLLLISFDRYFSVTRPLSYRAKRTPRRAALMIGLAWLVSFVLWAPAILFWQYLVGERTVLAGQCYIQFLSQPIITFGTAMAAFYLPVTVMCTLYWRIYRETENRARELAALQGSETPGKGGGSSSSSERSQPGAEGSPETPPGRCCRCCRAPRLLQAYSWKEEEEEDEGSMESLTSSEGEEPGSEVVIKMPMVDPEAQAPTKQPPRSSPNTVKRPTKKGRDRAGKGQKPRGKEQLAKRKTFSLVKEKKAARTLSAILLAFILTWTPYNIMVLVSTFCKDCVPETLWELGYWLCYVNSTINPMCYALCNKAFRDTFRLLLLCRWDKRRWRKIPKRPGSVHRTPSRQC
CHRM1 antagonist – antagonists of human M1 muscarinic receptor | P11229 | CHO-K1 hM1, Fluo-8 calcium fluorescence, ACh EC80 antagonist | inhibition, % at 3 µM | hit rate 1.3% among 360,000 | AID 588852;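 active = percent inhibition above its own plate's cutoff, namely the mean of that plate's compound wells plus 3 SD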;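 also: peak over basal fluorescence ratio during 140 s after agonist addition; 0% = ACh EC80 plus DMSO and 100% = DMSO alone without agonist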
Active calls of the source: *; . = not tested or not shown.

Labels used below – A = CHO parental Ca; B = OXTR potentiate; C = TAAR1 agonist; D = TAAR1 antag; E = M1 PAM parental; F = CHO-K1 Ca antag; G = CHO-K1 Ca ag; H = CHRM1 agonist; I = CHRM1 antagonist
CCCc1cc(=O)[nH]c2nnc(SCC(=O)Nc3nnc(CC)s3)n12
  A: .	B: .	C: 3	D: -36	E: 3	F: -11	G: 0.9	H: -2	I: -8
CCCSCCCNC(=O)CN1C(=O)COc2ccc(S(=O)(=O)N3CCCC3)cc21
  A: -20	B: 0	C: 0	D: -18	E: 6	F: -12	G: -1.0	H: -5	I: -19
COc1ccc2cc(CCNS(=O)(=O)c3ccc(NC(C)=O)cc3)c(=O)[nH]c2c1
  A: -2	B: -6	C: 0	D: -23	E: -2	F: -3	G: 0.5	H: -5	I: 0
CC(=O)n1cc(Nc2ccccc2C(=O)O)c2ccccc21
  A: -12	B: -7	C: 1	D: 9	E: 21	F: -7	G: 0.3	H: -1	I: -29
Fc1cccc(Cl)c1CNC(c1ccccc1)c1ccccc1
  A: -30	B: -5	C: 4	D: 14	E: 19	F: -26	G: -0.8	H: 1	I: -7
CCOC(=O)C1CCN(C(=O)Cc2c(C(=O)O)[nH]c3ccccc23)CC1
  A: -1	B: -2	C: 19	D: 12	E: 3	F: -4	G: 0.1	H: 3	I: -9
COc1cc(OC)c(C(=O)OCC(=O)c2ccc3c(c2)NC(=O)CO3)cc1OC
  A: -18	B: -3	C: 12	D: 13	E: 5	F: -5	G: 1.9	H: -2	I: 7
COCCn1c(SCC(=O)NC2CCCC2)nc2cccnc21
  A: -12	B: -5	C: 6	D: 1	E: 10	F: -11	G: 0.0	H: -2	I: -3
CCCn1c(N)c(N(CCOC)C(=O)c2cccc(C(F)(F)F)c2)c(=O)[nH]c1=O
  A: -2	B: -4	C: 0	D: 8	E: 3	F: 4	G: -0.5	H: 1	I: -3
O=C(CN1C(=O)COc2ccc(Cl)cc21)N1CCCCC1
  A: -4	B: -1	C: 0	D: 5	E: 16	F: -8	G: 1.2	H: 0	I: -8

Look-ups from the entries so far:
Value of CCOC(=O)C1CCN(C(=O)Cc2c(C(=O)O)[nH]c3ccccc23)CC1 in CHRM1 agonist: 3
Value of CC(=O)n1cc(Nc2ccccc2C(=O)O)c2ccccc21 in CHRM1 antagonist: -29

Later entries.
Labels used below – A = CHO parental Ca; B = OXTR potentiate; C = TAAR1 agonist; D = TAAR1 antag; E = M1 PAM parental; F = CHO-K1 Ca antag; G = CHO-K1 Ca ag; H = CHRM1 agonist; I = CHRM1 antagonist
CC(=O)C1=C(O)CC(C)(C)CC1=NCCc1nc2ccccc2[nH]1
  A: -10	B: -2	C: 2	D: 11	E: 20	F: -15	G: 0.7	H: -3	I: -2
c1ccc2c(c1)[nH]c1nc3nncn3nc12
  A: -13	B: -1	C: 7	D: 2	E: 21	F: -19	G: 0.0	H: -4	I: -11
O=C(Nc1cccnc1)Nc1ccccc1Cl
  A: -4	B: 1	C: 18	D: 12	E: 9	F: -5	G: 0.4	H: -2	I: -10
CCN(C(=O)COC(=O)c1cc(C)oc1C)c1c(N)n(Cc2ccccc2)c(=O)[nH]c1=O
  A: -18	B: -4	C: 2	D: -7	E: -2	F: 3	G: -0.1	H: -4	I: 3
Cn1cc(-c2nnnn2-c2ccc(Cl)cc2)c(=O)c2ccccc21
  A: -11	B: -15	C: 5	D: -17	E: 14	F: -12	G: 0.7	H: -2	I: 2
CCO[C@H]1OC(C(=O)Nc2ccccc2)=C[C@@H](C2CC2)[C@@H]1CCCO
  A: -14	B: -4	C: 1	D: 11	E: 16	F: -9	G: 0.2	H: -5	I: -9
CCn1c(=O)cc(OCC(=O)Nc2cc(C)ccn2)c2ccccc21
  A: -15	B: 4	C: 3	D: 2	E: 24	F: -6	G: 1.1	H: -7	I: -3
O[C@@H]1CN(C2CCCCC2)CC[C@H]1N1CCN(CCc2ccccc2)CC1
  A: -13	B: -14	C: .	D: .	E: 5	F: -6	G: 0.7	H: -10	I: 8
O=C(Oc1ccc(Cl)c2cccnc12)c1ccco1
  A: 7	B: -1	C: -5	D: -12	E: -7	F: 3	G: 0.0	H: -3	I: 3
COc1cc(CNn2c(C)n[nH]c2=S)cc(Cl)c1OCc1ccccc1
  A: -17	B: -13	C: -1	D: 12	E: 22	F: -13	G: 7.9	H: -5	I: 6
COc1cccc(NC(=O)CSc2cccc[n+]2[O-])c1
  A: -1	B: -2	C: 14	D: 11	E: 12	F: -15	G: 1.7	H: -4	I: -4
CCOC(=O)C1=C(COC(=O)/C=C/c2ccccc2Cl)NC(=O)NC1C (configuration not stated)
  A: -32	B: -11	C: 7	D: 40	E: -3	F: 0	G: 3.4	H: 0	I: 9
CC(C)(C)c1cc(CCC(=O)NNC(=O)c2ccco2)cc(C(C)(C)C)c1O
  A: -13	B: 3	C: 3	D: -6	E: 15	F: -3	G: -0.3	H: -3	I: 1
O=C(Nc1ccc(F)c(F)c1)c1ccc2c(c1)OCO2
  A: -2	B: -6	C: 3	D: -6	E: 10	F: -11	G: 2.9	H: -5	I: -2
CCOc1ccccc1N1CC(C(=O)NC2CCCCCC2)CC1=O (configuration not stated)
  A: -9	B: -3	C: 16	D: -21	E: 13	F: -21	G: 0.6	H: 4	I: -17
CCCn1c(SCC(=O)Nc2nnc(C)s2)nnc1-c1ccoc1C
  A: -8	B: -16	C: 6	D: 0	E: 18	F: 5	G: 7.5	H: -6	I: -12
C=CCn1c(-c2csc3c2CCC(C)C3)n[nH]c1=S (configuration not stated)
  A: -8	B: -6	C: -3	D: 7	E: -7	F: 7	G: -0.1	H: -13	I: 0
[S-]c1nnc(-c2ccc(Br)cc2)n1-c1ccccc1.[Zn+2]
  A: 6	B: -22	C: 0	D: -10	E: -4	F: -1	G: 0.6	H: -4	I: -6
Cc1ccc(SCc2[nH]nc3c2C2(C(=O)Nc4ccc([N+](=O)[O-])cc42)C(C#N)=C(N)O3)cc1 (configuration not stated)
  A: -7	B: 5	C: 10	D: 0	E: 25	F: -12	G: 1.7	H: -4	I: -5
O=C(O)c1cccc(NC(=O)c2ccc(N3C(=O)c4ccc(C(=O)Nc5cccc(C(=O)O)c5)cc4C3=O)cc2)c1
  A: -15	B: -4	C: 2	D: -19	E: 1	F: -13	G: 0.0	H: -2	I: 0
COc1ccc2[nH]cc(CCNC(=O)CS(=O)(=O)Cc3ccccc3)c2c1
  A: 0	B: -6	C: 3	D: -14	E: 22	F: -18	G: 3.0	H: -3	I: -1
Cc1nc2c(c(=O)n1CCC1=CCCCC1)c1nc3ccccc3nc1n2/N=C/c1ccccc1
  A: -23	B: -8	C: .	D: .	E: -8	F: 13	G: 0.1	H: -1	I: 5
Cc1ccc(C(=O)NCC(=O)OCC(=O)Nc2ccccc2[N+](=O)[O-])cc1
  A: -15	B: -3	C: -1	D: -7	E: -4	F: -10	G: 1.2	H: -6	I: -3
CCOC(=O)C1CCN(C(=O)C2(NC(=O)NC3CCCCC3)CCCCC2)CC1
  A: 9	B: -5	C: 1	D: -20	E: -6	F: -1	G: -0.2	H: -1	I: -5
O=C(OCc1cn([C@@H]2CN(C(=O)c3cccs3)[C@@H](c3ccccc3)C[C@H]2O)nn1)c1ccccc1
  A: .	B: .	C: 10	D: 37	E: 10	F: -4	G: 5.9	H: 0	I: 9
COc1ccc(NC2CS(=O)(=O)CC2NCc2ccco2)cc1 (configuration not stated)
  A: -12	B: 7	C: -1	D: 4	E: 4	F: 2	G: -0.1	H: -1	I: 1
Cc1cc(C)c2oc(=O)cc(CN3CCC(C)CC3)c2c1
  A: -19	B: -2	C: 1	D: -7	E: 7	F: -20	G: -0.3	H: -10	I: -15
Cc1[nH]c(C)c(S(=O)(=O)NCCc2ccccc2)c1C(=O)N1CCCCC1
  A: -17	B: -8	C: 53*	D: -10	E: -3	F: -12	G: 0.3	H: -3	I: 1
O=C1C2C3c4ccccc4C(c4ccccc43)C2C(=O)N1c1ccncc1 (configuration not stated)
  A: .	B: .	C: 1	D: 20	E: 14	F: -15	G: 1.2	H: -2	I: -4
COc1ccc(Cl)c2c1[nH]c1nc(SCc3ccccn3)nnc12
  A: -22	B: 2	C: -1	D: -1	E: 6	F: -5	G: 0.4	H: -7	I: 0
COc1ccc(CNC(=O)C2CC(c3ccc(F)cc3)=NO2)cc1 (configuration not stated)
  A: -1	B: -4	C: 5	D: 21	E: 10	F: -7	G: 1.3	H: -5	I: 3
CCCN1Cc2cccc(C(=O)Nc3ccc(CN4CCCC4)cc3)c2C1=O
  A: -19	B: -4	C: 0	D: 10	E: 19	F: -7	G: 0.1	H: -8	I: -3
Cc1nnc(SCCn2c(N3CC(C)CC(C)C3)nc3c2c(=O)n(C)c(=O)n3C)s1 (configuration not stated)
  A: .	B: .	C: 16	D: 5	E: 7	F: -8	G: 0.4	H: -5	I: 0
Cc1ccc(C(=O)Oc2ccc(C(=O)COC(=O)c3cnccn3)cc2)cc1
  A: 2	B: -2	C: 11	D: -2	E: 14	F: -11	G: 9.2	H: -2	I: -9
COC(=O)c1cccnc1-n1c(=O)c2cccnc2n(Cc2ccc(Cl)cc2)c1=O
  A: -7	B: -5	C: 3	D: 26	E: 7	F: 3	G: 2.5	H: 12	I: -8
O=C(O)CCC(=O)Nc1ccc(SSc2ccc(NC(=O)CCC(=O)O)cc2)cc1
  A: -3	B: -4	C: 1	D: -8	E: 6	F: -6	G: 0.3	H: -1	I: -19
CN(C(=O)COC(=O)c1cc([N+](=O)[O-])ccc1N1CCOCC1)C1CCCCC1
  A: .	B: .	C: 2	D: 4	E: 14	F: -11	G: 1.2	H: -4	I: -7
CCN(CC)CCCCNc1ncc2cc(-c3cc(OC)cc(OC)c3)c(NC(=O)NC(C)(C)C)nc2n1
  A: -23	B: -2	C: 1	D: 3	E: 22	F: -2	G: 1.8	H: -8	I: -5
COC(=O)c1ccc(CSc2nnc(C)s2)cc1
  A: -8	B: -5	C: 5	D: -20	E: 13	F: -13	G: 0.6	H: -5	I: -11
CCOC(=O)n1c(=O)n(Cc2c(Cl)cccc2Cl)c2ccccc21
  A: -34	B: -4	C: 10	D: 5	E: 5	F: -4	G: -0.9	H: -7	I: -14
CCCOc1ccc(Cc2nc(N)nc(N)n2)cc1
  A: -4	B: 7	C: 5	D: -9	E: 3	F: -10	G: 0.0	H: -4	I: 5
CC1CCN(CCCNC(=O)c2cc3c(s2)-c2ccccc2OC3)CC1
  A: -3	B: -12	C: 4	D: -5	E: 5	F: -12	G: 1.2	H: -4	I: 2

Source: PubChem BioAssay
